12-LOX inh: blocks human arachidonate 12S-lipoxygenase; purified 12hLO, xylenol orange hydroperoxide absorbance; 580,000 tested, 1.1% active; P18054; Potency, µM (doses to about 108 µM), inactives show at the top dose activity change, negative = inhibition, most hits filed as inhibitors; note: % is set by controls: 0 for no effect and ±100 for the full control effect
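Purified human 12hLO (150 nM final) in 25 mM Hepes, 0.01% Triton X-100, pH 7.0 was preincubated 15 min at room temperature with compound. Then 40 uM arachidonic acid was added, 30 min. Hydroperoxide was read by Fe-XO absorbance ratio 573/405 nm.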
ERG-DNA inh: ERG Ets/DNA interaction inhibition. Potency, µM (highest dose often 76.9 µM), inactives show at the top dose FP activity, negative = inhibition, actives largely listed as inhibitors. 370,000 tested, 0.028% active. AID 624246. P11308. fluorescence polarization, His-ERG Ets domain / labelled DNA; active = well fitted inhibition curve with a large enough effect in the polarisation, with a control signal flat; inconclusive = small, poorly fitted or top-dose-only effect, or effect the other way, or a change in a side signal; inactive = no such curve, though single readings can be large or run the other way; the % refers to the polarisation;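 note: polarization taken with two DNA probes labelled with fluorescein and Texas red; % of control where 0% means no effect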
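His-tagged ERG Ets domain (1 uM in the protein solution; 300mM KCl, 50mM Tris-HCl, 1mM EDTA, 1mM DTT, pH 7.5) received compound, then a probe mix of 5 nM fluorescein-DNA and 100nM Texas-615-DNA. Fluorescence polarization was read for both dyes.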
JMJD2A Tudor: JMJD2A Tudor domain (human) inhibition. O75164. AlphaScreen JMJD2A-Tudor / H3K4me3 peptide binding. Potency, µM (titrated, usually from 114 µM), for the others: top-dose activity change, negative = inhibition, most hits filed as inhibitors. 390,000 tested, 4.4% active. AID 504339; note: % is set by controls: 0 for no effect and ±100 for the full control effect; nearly all actives have a fitted effect of over 50% in size
GLS inhibitor: inhibitors of human glutaminase (GLS). Potency, µM (highest dose often 45.5 µM), without a hit: at the top dose activity change, negative = inhibition, most hits filed as inhibitors. GLS enzymatic activity, qHTS titration. 410,000 tested, 0.21% active; note: % is set by controls: 0 for no effect and ±100 for the full control effect
Target sequence (O94925 whole entry, looked up): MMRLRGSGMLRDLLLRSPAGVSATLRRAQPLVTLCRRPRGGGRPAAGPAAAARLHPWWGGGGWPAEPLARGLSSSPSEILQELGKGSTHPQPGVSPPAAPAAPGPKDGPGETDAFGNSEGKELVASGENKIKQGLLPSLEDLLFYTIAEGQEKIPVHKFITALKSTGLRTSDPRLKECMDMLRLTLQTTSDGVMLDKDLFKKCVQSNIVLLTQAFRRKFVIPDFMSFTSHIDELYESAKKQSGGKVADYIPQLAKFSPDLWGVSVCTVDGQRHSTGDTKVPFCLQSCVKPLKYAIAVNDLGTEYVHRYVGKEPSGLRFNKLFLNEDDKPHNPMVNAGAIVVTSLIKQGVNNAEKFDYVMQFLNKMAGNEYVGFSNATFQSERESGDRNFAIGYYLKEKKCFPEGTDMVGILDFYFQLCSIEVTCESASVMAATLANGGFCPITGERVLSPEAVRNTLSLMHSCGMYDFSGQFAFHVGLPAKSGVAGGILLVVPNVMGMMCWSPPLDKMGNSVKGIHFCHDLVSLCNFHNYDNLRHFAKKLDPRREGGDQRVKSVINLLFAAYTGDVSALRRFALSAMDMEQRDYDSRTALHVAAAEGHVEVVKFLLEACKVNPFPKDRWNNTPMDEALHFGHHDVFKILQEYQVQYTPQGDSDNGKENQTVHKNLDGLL
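Human kidney-isoform GLS in 45 mM KH2PO4 pH 8.2, 0.02% Tween-20, with compound, started with 1mM L-Glutamine (added stock). Glutamate oxidase/HRP/Amplex red coupled fluorescence read at start and after 30 min at RT.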
Tb PGK inh: blocks T. brucei phosphoglycerate kinase; PGK/GAPDH coupled, Kinase-Glo luminescence, 60 min; Potency, µM (top dose mostly 57.5 µM), for the others: at the top dose activity change, negative = inhibition, usual class: inhibitors; 380,000 tested, 0.043% active; note: % is set by controls: 0 for no effect and ±100 for the full control effect; nearly all actives have a fitted effect of over 60% in size
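Luminescent ATP detection (Kinase-Glo Plus) follows a 60-minute room-temperature incubation, with wells lacking PGK as controls. Buffer: 100 mM TEA (pH 7.6), 5 mM MgCl2, 0.01% Tween-20. Coupling enzyme GAPDH (100 nM final) supplies unstable 1,3-BPG in-well.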
HP1b binding inh: HP1-beta chromodomain-methylated histone interaction inhibition. P83916. AlphaScreen HP1-beta / biotin-H3K9me3 peptide binding. Potency, µM (doses to about 114 µM), inactives show top-dose activity change, negative = inhibition, most hits filed as inhibitors. 390,000 tested, 0.56% active; note: nearly all actives have a fitted effect of over 70% in size; inactives centre near 23
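Compound inhibition of the preformed complex between 50 nM HP1-beta and 50 nM biotinylated H3K9me3 peptide was read by AlphaScreen. Buffer was PBS pH 7.4 with 0.01% Tween-20. Incubations ran 30 min at room temperature, with 10 ug/mL donor/acceptor beads.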
RGS4 inh: inhibitors of human regulator of G protein signaling 4; AID 504845; Potency, µM (series often up to 114 µM), for inactives: at the top dose activity change, negative = inhibition, hits mostly inhibitors; P49798; 390,000 tested, 0.039% active; Transcreener GDP fluorescence polarization, RGS4-accelerated GTP hydrolysis; note: % is set by controls: 0 for no effect and ±100 for the full control effect; nearly all actives have a fitted effect of over 75% in size; some results filed as inactive show a strong effect at the top dose
Target sequence (P49798 whole entry, looked up): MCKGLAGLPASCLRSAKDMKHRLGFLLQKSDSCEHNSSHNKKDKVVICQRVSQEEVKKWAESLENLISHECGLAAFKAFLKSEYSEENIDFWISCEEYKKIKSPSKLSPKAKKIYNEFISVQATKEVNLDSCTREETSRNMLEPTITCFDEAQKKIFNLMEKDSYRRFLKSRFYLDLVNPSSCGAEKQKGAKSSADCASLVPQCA
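MLSMR compounds (23 nl, pin-transferred) preincubated 10 min at room temperature with a 500nM (2x) first reagent, then RGS4 at 900nM (2x) plus Transcreener GDP mix added; fluorescence polarization (620/688 nm) read before and after 90 min at 30 °C.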
TrxR1 inh: blocks rat thioredoxin reductase 1; recombinant rTrxR1, NADPH fluorescence consumption, selenite substrate; Potency, µM (doses to about 114 µM), inactives show at the top dose activity change, negative = inhibition, hits mostly inhibitors; 390,000 tested, 1% active; AID 588453; note: % is set by controls: 0 for no effect and ±100 for the full control effect; nearly all actives have a fitted effect of over 65% in size
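Rat TrxR1 (90 nM in the dispensed reagent) was pre-reduced with 400 uM NADPH for 5 min at room temperature, then incubated with compound for 15 min. After 400 uM selenite was added, NADPH fluorescence (Ex 340/Em 450 nm) was followed for 8 min.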
Pin1 inhibitor: human Pin1 inhibition; Pin1 FP peptide displacement, HiFluor488, 10 min; Potency, µM (series often up to 115 µM), without a hit: at the top dose activity, negative = inhibition, hits mostly inhibitors; Q13526; 390,000 tested, 0.009% active; active = well fitted inhibition curve with a large enough effect in the polarisation, with a control signal flat, not every such curve was filed as active; inconclusive = small, poorly fitted or top-dose-only effect, or effect the other way, or a change in a side signal; inactive = no such curve, though single readings can be large or run the other way; the % refers to the polarisation; note: % is set by controls: 0 for no effect and ±100 for the full control effect
An asterisk follows results filed as active; i = inactive; ? = inconclusive; · = not tested or not shown; & = joins results of further samples; [ ] = remark or other dose. Unless noted, calls come from the whole dose curve; as a rule, active = well fitted curve in the direction sought with a large enough effect; inconclusive = small, poorly fitted or top-dose-only effect, or another doubt; inactive = no such curve, though single readings can be large; an effect the other way counts as inactive or inconclusive. Potency is the fitted concentration of half-maximal effect.

SMILES	12-LOX inh	ERG-DNA inh	JMJD2A Tudor	GLS inhibitor	Tb PGK inh	HP1b binding inh	RGS4 inh	TrxR1 inh	Pin1 inhibitor
CC1CCN(C(=O)CN2C(=O)NC3(CCCc4ccccc43)C2=O)CC1 (centres undefined)	7%	10%	-4%	8%	-9%	32%	2%	13%	4%
Cc1ccc(NC(=O)C(Nc2cccc(C)c2)c2ccccc2)cc1 (centres undefined)	-21%	0%	-20%	14%	9%	23%	-30%	1%	?
COc1ccc2c(c1)c(CC(=O)Nc1ccc(C(C)=O)cc1)c(C)n2C(=O)c1ccc(Cl)cc1	4%&-13%	-2%&-7%	-13%&-1%	-6%&0%	4%&-1%	34%&29%	20%&-16%	15%	?
Cc1cccc(N2CCN(C(=S)Nc3ccc4nc(N5CCN(C)CC5)cc(C)c4c3)CC2)c1C	-20%	-2%	-29%	6%	-5%	23%	-23%	-6%	3%
CC(c1ccccc1)c1nnc(NC(=O)c2ccc3c(c2)OCO3)s1 (centres undefined)	?	9%	-4%	3%	-9%	42%[activator]	-13%	24%	-4%
CC(=O)NC1(c2nnnn2CCOC(=O)Nc2ccc(Cl)cc2)CCCC1	-13%	-3%	-6%	-1%	10%	20%	0%	-3%	0%
COc1ccc(NC(=O)CCc2nnc3n(C)c(=O)c4sccc4n23)cc1Cl	-2%	7%	-16%	1%	-2%	19%	-17%	22%	-3%
CCc1ccccc1N(CC(=O)NC1CCCC1)C(=O)CNC(=O)c1cccs1	-12%	7%	-11%	-1%	-12%	27%	-5%	25%[57.1 µM]	1%
Cc1cccc(NC(=O)N(Cc2cc3cc(C)cc(C)c3[nH]c2=O)CC2COCCO2)c1 (centres undefined)	-8%	-5%	?	-1%	-5%	-3%	18%	-2%[57.1 µM]	-13%
S=C1NCCNC(=S)NCCOCCN1	0%	-3%	-1%	0%	-1%	26%	3%	-15%	4%
O=[N+]([O-])c1cccc(CN2[C@@H](Cc3ccccc3)COCCS2(=O)=O)c1	-6%	7%	-12%	-4%	i	37%	9%	24%[57.1 µM]	-3%
CCOC(=O)c1sc(NC(=O)CN2CCN(c3ccccc3)CC2)nc1C	0%	13%	?	1%	-8%	29%	-11%	-2%[57.1 µM]	3%
O=C(NCc1ccccc1)c1cc(=O)c2ccccc2o1	-12%&-2%	-7%	-11%	10%	12%	52%[activator]	9%[11.4 µM]	5%	0%
Cc1ccc(N2CC(C(=O)N3CCN(C(=O)c4ccco4)CC3)CC2=O)cc1 (centres undefined)	-27%	·	-13%	0%	-1%	22%	-15%	?	0%
CCCc1cc(-c2nc(-c3ccc(Cl)cc3)cs2)ccn1	?	8%	100%[activator]	6%	-1%	201%[activator]	1%	-9%	-1%
COc1ccc(C(=O)Nc2ccc(S(=O)(=O)NC(C)=O)cc2)cc1	?	-1%	-11%	-9%	1%	20%	-19%	14%	5%
COc1ccc(CNc2nc3ccccc3n2Cc2ccc(C)cc2)cc1OC	10%	-7%	-34%	11%	-6%	-2%	16%	-9%	-1%
CCCS(=O)(=O)c1nc(S(=O)(=O)c2ccc(C)cc2)c(N2CCN(CCO)CC2)s1	6%	-9%	-8%	2%	-4%	43%[activator]	6%	33%	3%
CN(CC(=O)Nc1ccc(Cl)c(S(=O)(=O)N(C)C)c1)Cc1ccccc1	-15%	0%	-5%	5%	0%	0%	15%	15%	-3%
COc1ccc(C(=O)NCC(=O)OCC(=O)Nc2cc([N+](=O)[O-])ccc2F)cc1	-4%	0%	-9%	3%	1%	30%	-3%	7%[57.1 µM]	3%
Cc1ccc(-c2ccc(=O)n(CCC(=O)NCc3ccccn3)n2)cc1	7%	-9%	-2%	6%	-4%	48%[activator]	11%	-25%	-8%
CSC1=NC(C)(C)CC2(C)Nc3ccccc3N12 (centres undefined)	?	-3%	-23%	-9%	7%	13%	31%	-10%	-7%
COc1ccc(S(=O)(=O)n2cccc2)cc1OC	-3%	5%	-9%	-2%	i	22%	-22%	8%	-12%
CCN(CC)C(=O)[C@H]1C[C@H](CC(=O)NCCCN(C)C)C(=O)N2CCc3c([nH]c4ccc(Cl)cc34)[C@]12C	-6%	8%	-18%	12%	0%	9%	26%	-20%	-1%
COc1cc(OC)c(OC)cc1NC(=O)CC1COc2ccccc2O1 (centres undefined)	0%	-3%	-19%	3%	-2%	20%	-18%	5%[57.1 µM]	0%
CC(C)c1ncc(C(O)c2cccc3ccccc23)n1C (centres undefined)	-5%	-3%	-8%	-3%	3%	40%[activator]	19%	12%[57.1 µM]	-2%
COc1ccc(C(=O)O)c(O)c1	-8%	2%	-6%	1%	-10%	33%	-4%	8%	-2%
CCN1CCN(C(=O)c2cc(COc3ccc4ncccc4c3)on2)CC1	5%	8%	-2%	-14%	6%	32%	-3%	15%[57.1 µM]	-3%
O=C(NCc1ccc(Cl)cc1)c1ccc(N2CCCC2=O)cc1	-28%	9%	-8%	-20%	4%	38%[activator]	17%	20%	8%
O=C(NCCCn1ccnc1)c1ccc(OCC(F)(F)F)cc1	3%	-5%	-6%	-3%	-7%	20%	-9%	17%	-1%
O=C(CN1CCC(NC(=O)Cc2ccccc2)CC1)Nc1ccccc1Br	5%	-1%	-23%	0%	-7%	-1%	25%	2%	-1%
N#C/C(=C\c1cn[nH]c1-c1ccc(Cl)cc1)C(=O)NC1CC1	·	17%	3%	-6%	-5%	65%[activator]	-5%	36%[activator]	-5%
Cc1ccc(C(=O)Oc2ccccc2N2CCOCC2)cc1	0%	9%	17%	11%	-1%	43%[activator]	-17%	13%[57.1 µM]	0%
Cc1ccccc1-n1nc(C)c2cc(C(=O)N3CCN(S(=O)(=O)c4ccccc4)CC3)sc21	2%	-1%	-10%	8%	2%	32%	-6%	-1%	-8%
CCOC(=O)C1CCCN(CC(=O)Nc2nc(-c3ccccc3)cs2)C1 (centres undefined)	1%	3%	-7%	-4%	-4%	63%[activator]	-21%	23%[57.1 µM]	-2%
CCC(=O)Oc1ccc2c(C)cc(=O)oc2c1C(=O)CC	49%[activator]	7%	-11%	13%	-6%	25%	2%	-1%	0%
Cc1ccc(S(=O)(=O)N2CCN(C(=O)CN3C(=O)CNC3=O)CC2)cc1	5%	-10%	8%	-6%	-2%	50%[activator]	-7%	21%	-4%
CC(C)(C)OC(=O)N1CCN(C(=O)c2cccnc2Cl)CC1	25%	1%	-6%	0%	i	80%[activator]	-7%[56.9 µM]	11%	2%
COc1ccc(NC(=O)c2ccco2)cc1NC(=O)c1ccccc1	-11%	?	-13%	1%	-1%	33%	-19%	30%	-1%
Cc1ccc2c(c1)N(CC(=O)N1CCCCC1c1cccnc1)C(=O)CO2 (centres undefined)	8%	1%	-8%	-5%	0%	51%[activator]	-21%	11%	1%
COc1cc(NC(=O)CSc2nc3ccccc3nc2Cc2ccccc2OC)cc(OC)c1	10%&0%	-2%	-13%	1%	-7%	24%[57 µM]	24%	18%[57.1 µM]	14%
O=C(NCC1CC1)c1cc(-c2ccccc2)nn1CC1CC(c2cccnc2)=NO1 (centres undefined)	?	-21%	-2%	-15%	-2%	59%[activator]	-16%	8%	7%
Cn1c(=O)c2c(nc(NCC3CCCO3)n2Cc2ccccc2)n(C)c1=O (centres undefined)	2%&4%	-1%	0%	14%	-1%	5%	17%	14%	0%
C[C@@H]1CC=C[C@H]2[C@H]1C(=O)N(Cc1ccccc1)[C@H]2c1ccc2ccccc2c1/C=C/c1ccccc1	-3%	-3%	-20%	3%	-2%	-9%	3%	9%	5%
CC(C)Cc1nnc(NC(=O)CCC(=O)N2CCC(C)CC2)s1	-1%	0%	-13%	4%	-6%	50%[activator]	1%	21%	-3%
O=C(O)/C=C\C(=O)NCc1cccnc1	48%[activator]	-10%	-16%	2%	4%	27%	-4%	6%	-24%
COc1cc(NC(=O)c2cccnc2)ccc1NC(=O)c1ccccc1Cl	11%	-1%	-11%	-4%	10%	17%	5%	-1%	2%
COc1ccccc1C(=O)NNC(=O)c1cccc([N+](=O)[O-])c1	0%	9%	-11%	2%	-4%	16%	17%	19%[57.1 µM]	-6%
CCOc1cc(C(=O)CCC(=O)OCC(=O)Nc2ccc(F)cc2)ccc1O	-18%	7%	-11%	15%	0%	22%	-9%	-20%	-4%
Cc1ccc(S(=O)(=O)c2c(Nc3ccc(C)c(C)c3)sc(C(=O)c3ccc4c(c3)OCO4)c2N)cc1	?	5%	-35%	-13%	8%	16%[57 µM]	13%	1%[57.1 µM]	30%
CCOC(=O)c1c(NC(=S)Nc2cccnc2)sc(C)c1C	?	-4%	-16%	?	-7%	12%	-36%	?	3%

Not all compounds are listed; rates above refer to the full screens.
